High-throughput results (PubChem BioAssay)
SW480 rerep = DNA re-replication induction in SW480 cells. hit rate 1.8% among 340,000. Potency, µM (highest dose often 46.1 µM), without a hit: top-dose re-replication activation, usual class: activators. SW480 DNA re-replication, Hoechst DNA content imaging, 48 h; also: potency is read from the fitted curve at half-maximal effect; % of control where 0% means no effect; nearly all actives have a fitted effect of over 55% in size
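Treated cells incubate 48 hr (37 C, 5% CO2), are stained 40 min with Hoechst, and nuclear fluorescence is enumerated; a rise in nuclei with high DNA signal marks re-replication.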
KB-3-1 tox = KB-3-1 parental cell cytotoxicity | hit rate 1.4% among 400,000 | KB-3-1 viability, CellTiter-Glo ATP luminescence, 72 h | Potency, µM (top dose mostly 46.1 µM), inactives show at the top dose activity change, negative = cytotoxic, actives largely listed as cytotoxic; also: potency is read from the fitted curve at half-maximal effect; % is scaled to controls: 0 for no effect and ±100 for the full control effect; nearly all actives have a fitted effect of over 60% in size
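Here the drug-naive KB-3-1 line serves as comparator for MDR sub-line selectivity; cells received compound titrations, 72 h at 37 °C, then CellTiter-Glo readout.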
DRD3 antagonist = D3 dopamine receptor (human) antagonism; max response, negative = inhibition, %; P35462; D3R cells, DiscoveRx beta-arrestin luminescence, antagonist mode; active compounds read low; hit rate 2.5% among 360,000; in the data active = max response below about -50%; inconclusive = no clear call, values can overlap the other calls; also: % is scaled to controls: 0 for no effect and ±100 for the full control effect; mostly tested at two doses, the higher about 12 µM
Target sequence (P35462 whole entry, looked up): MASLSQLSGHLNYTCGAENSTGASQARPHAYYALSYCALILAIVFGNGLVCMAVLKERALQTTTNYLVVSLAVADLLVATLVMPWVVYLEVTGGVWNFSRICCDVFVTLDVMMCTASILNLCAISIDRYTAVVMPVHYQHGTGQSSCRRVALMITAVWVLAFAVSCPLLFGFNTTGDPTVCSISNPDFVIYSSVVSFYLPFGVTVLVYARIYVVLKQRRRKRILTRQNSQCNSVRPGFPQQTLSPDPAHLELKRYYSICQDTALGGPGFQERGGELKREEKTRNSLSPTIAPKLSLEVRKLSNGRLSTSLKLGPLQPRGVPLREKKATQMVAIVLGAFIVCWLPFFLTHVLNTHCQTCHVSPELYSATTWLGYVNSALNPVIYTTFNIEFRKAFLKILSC
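Cells plated overnight at 1500 cells/well, then exposed to library compounds with dopamine controls for 90 minutes at 37 degrees C. DiscoveRx reagent added for 30–60 minutes at room temperature; luminescence read, quantitative HTS format.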
HT1080NT lethal = kills 2HG-producing HT-1080-NT fibrosarcoma cells | hit rate 1.6% among 360,000 | Potency, µM (top dose mostly 46.1 µM), without a hit: at the highest dose activity, negative = less viability, usual class: cytotoxic | HT-1080-NT fibrosarcoma viability, CellTiter-Glo ATP luminescence, 48 h;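 also: NT is the 2HG producing partner of a matched IDH1 knockdown line; potency is read from the fitted curve at half-maximal effect; 0% = DMSO-treated cells and -100% = media-only wells without cells; nearly all actives have a fitted effect of over 55% in size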
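Viability of the 2HG-overproducing fibrosarcoma line after 48 hours of compound exposure at 37 degrees C was determined by luminescence with CellTiter-Glo, and concentration-effect curves were then fitted and categorized.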
IL-1B inflam inh = blocks inflammasome-driven IL-1 beta release. THP-1 LPS/ATP IL-1B secretion, AlphaLISA, 16 h; active compounds read low. activity change, % at 57.5 µM. hit rate 4.7% among 360,000; in the data active = activity change below about -50%; inconclusive = mostly about -30% to -49%; also: % is scaled to controls: 0 for no effect and ±100 for the full control effect
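Secreted IL-1B measured by AlphaLISA bead assay after 16 h compound exposure of THP-1 cells; compounds (final up to 57.5 uM) added 1 h before LPS (250 ng/mL) and ATP (1.25 mM) stimulation; lower signal means less secretion.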
KB-V1 MDR tox = kills drug-selected multidrug resistant KB-V1 cells; AID 1347076; KB-V1 MDR cells viability, CellTiter-Glo, 72 h; Potency, µM (titrated, usually from 46.1 µM), without a hit: at the highest dose activity change, negative = cytotoxicity, usual class: cytotoxic; hit rate 3.4% among 400,000; also: potency is read from the fitted curve at half-maximal effect; % is scaled to controls: 0 for no effect and ±100 for the full control effect; nearly all actives have a fitted effect of over 60% in size
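Cytotoxicity via CellTiter-Glo luminescence after 72 h compound exposure at 37 degrees C. Cells: drug-selected KB-V1 line, DMEM phenol-red free plus 10% FBS. Compounds tested at multiple concentrations; normalized data fitted to concentration-effect curves.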
HT1080 IDH1KD tx = toxicity to HT-1080 IDH1 knockdown cells (counter line). AID 686971. HT-1080 IDH1 knockdown viability, ATP luminescence, 48 h. Potency, µM (titrated, usually from 46.1 µM), without a hit: top-dose activity, negative = toxicity, actives largely listed as cytotoxic. hit rate 2% among 360,000;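 also: potency is read from the fitted curve at half-maximal effect; 0% = DMSO wells and -100% = cell-free medium wells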
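Assay cells: HT-1080 with IDH1 knockdown, 750 per well, RPMI/5% FBS. Exposure: 48 h at 37 °C following 2 h pre-incubation. Read: CellTiter-Glo luminescence; fitted concentration-response, curve class assigned.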
GLP1R ag = activates the human GLP-1 receptor. Potency, µM (series often up to 45.6 µM), for inactives: at the highest dose activation, most hits filed as activators. hit rate 0.007% among 380,000. P43220. AID 624172. HEK293 GLP-1R CRE-luciferase, luminescence, 4-6 h; cells express a hypersensitive GLP-1R form; also: potency is read from the fitted curve at half-maximal effect; % of control where 0% means no effect
Target sequence (P43220 whole entry, looked up): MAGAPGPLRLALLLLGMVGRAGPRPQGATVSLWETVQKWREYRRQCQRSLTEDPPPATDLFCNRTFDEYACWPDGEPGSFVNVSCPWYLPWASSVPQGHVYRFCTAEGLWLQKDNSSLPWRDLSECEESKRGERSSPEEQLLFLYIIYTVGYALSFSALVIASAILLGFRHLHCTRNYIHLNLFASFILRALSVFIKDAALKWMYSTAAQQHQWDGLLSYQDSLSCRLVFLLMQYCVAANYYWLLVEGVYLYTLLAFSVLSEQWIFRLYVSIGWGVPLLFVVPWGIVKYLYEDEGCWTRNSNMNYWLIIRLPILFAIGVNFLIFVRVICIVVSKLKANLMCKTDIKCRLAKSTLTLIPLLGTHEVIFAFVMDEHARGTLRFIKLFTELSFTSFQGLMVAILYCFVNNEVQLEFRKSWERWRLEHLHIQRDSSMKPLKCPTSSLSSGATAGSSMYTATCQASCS
DRD3 agonist = agonists of human D3 dopamine receptor. hit rate 0.58% among 410,000. D3R DiscoveRx beta-arrestin cells, luminescence, 90 min. max activation, %. P35462; in the data active = max activation above about 30%; also: 0% is about no effect; mostly tested at two doses, the higher about 12 µM
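Cells at 1500/well, incubated overnight, then treated with pinned compounds (dopamine as control) for 90 min at 37 degrees C. DiscoveRx reagent added for 30 - 60 minutes at room temperature; luminescence read.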
* = called active by the depositor; ? = inconclusive; . = not tested or not shown; [ ] = dose if it differs, or a comment. Unless noted, calls follow the shape of the dose curve; as a rule, active = well fitted curve in the direction sought with a large enough effect; inconclusive = small, poorly fitted or top-dose-only effect, or another doubt; inactive = no such curve, though single readings can be large; an effect the other way counts as inactive or inconclusive.

The first 2 records, ahead of the listing:
Structure,SW480 rerep,KB-3-1 tox,DRD3 antagonist,HT1080NT lethal,IL-1B inflam inh,KB-V1 MDR tox,HT1080 IDH1KD tx,GLP1R ag,DRD3 agonist
NS(=O)(=O)c1cccc(NC(=O)COC(=O)CN2C(=O)C3CC=CCC3C2=O)c1 (centres undefined),-14%,3%,8,10%,0,14%,10%,1%,11
O=C(CCNC(=O)c1ccccc1Cl)Nc1cccc(S(=O)(=O)N2CCCC2)c1,7%,-1%,-5,8%,8,-5%,11%,-2%,-8

All compounds of this part (from the top)
Structure,SW480 rerep,KB-3-1 tox,DRD3 antagonist,HT1080NT lethal,IL-1B inflam inh,KB-V1 MDR tox,HT1080 IDH1KD tx,GLP1R ag,DRD3 agonist
NS(=O)(=O)c1cccc(NC(=O)COC(=O)CN2C(=O)C3CC=CCC3C2=O)c1 (centres undefined),-14%,3%,8,10%,0,14%,10%,1%,11
O=C(CCNC(=O)c1ccccc1Cl)Nc1cccc(S(=O)(=O)N2CCCC2)c1,7%,-1%,-5,8%,8,-5%,11%,-2%,-8
Cc1c(C)c2ccc(OCC(=O)N3CC[C@@]4(O)CCCC[C@H]4C3)cc2oc1=O,-20%,0%,11,2%,7,13%,10%,9%,33*
CC(C)(C)NC(=O)C(C1CC1)n1c(=O)c(-c2ccco2)nc2ccccc21 (centres undefined),.,-15%,-6,-1%,-12,-22%,-1%,.,10
CCCCNC(=O)C1(C)CCC(=O)N1CCOC (centres undefined),.,0%,1,25%,-4,3%,10%,0%,-3
Cn1ccnc1SCC(=O)c1cccc(Br)c1,-9%,?,?,2%,-13,-5%,2%,-2%,-18
COc1ccc(C)cc1NS(=O)(=O)c1cn(C)nc1C,0%,9%,-13,17%,8,1%,30%,3%,5
COc1ccc(N2CCN(Cc3nc(N)nc(Nc4ccccc4OC)n3)CC2)cc1,3%,-3%,1,5%,?,-12%,4%,-8%,-12
CCCCn1c(=O)[nH]c(=O)c2c1nc(-c1cc(Br)c(OCC)c(OC)c1)n2C,-6%,8%,2,2%,67,?,4%,1%,1
COc1ccc2c(CC(=O)NNC(=O)c3ccccc3F)coc2c1,2%,2%,-18,2%,-17,-1%,0%,6%,1
CCN(CC)/C(=N\S(=O)(=O)c1ccc(F)cc1)c1ccccc1,-4%,-2%,-25,12%,-18,-5%,-7%,?,-13
CC(=O)c1ccc(NC(=S)N(C)C2CCN(C)CC2)cc1,4%,-2%,?,-6%,?,-19%,-4%,-1%,-4
CCOc1ccccc1NC(=O)CSc1nc(=O)n(Cc2ccccn2)c2c1CCC2,-4%,-15%,7,13%,-11,-2%,20%,1%,3
Cc1cc(C)n2nc(SCC(=O)NC(=O)c3ccccc3)nc2n1,-14%,9%,3,4%,34,?,2%,6%,0
O=C(NCC1CCCO1)C1CCN(C(=O)c2ccc(Cl)cc2)CC1 (centres undefined),-14%,4%,?,-1%,4,4%,6%,1%,-2
COc1ccc(C=CC(=O)C=CC=Cc2ccccc2)cc1,21µM*,?,-21,3%,-52*,-6%,?,-6%,-3
CC1(C)C(=O)OC(C(=O)c2ccc(Cl)cc2)C(C)(C)C1=O (centres undefined),-6%,5%,11,20%,5,2%,19%,0%,1
COc1ccc(-n2nc(C(=O)N(C)C)nc2-c2ccccc2)cc1,-4%,4%,18,13%,-7,18%,15%,9%,4
COCCCNc1nc(=S)[nH]c2cc(OC)c(OC)cc12,-7%,13%,-12,0%,-1,2%,1%,-9%,2
CCOC(=O)C(Cc1c[nH]c2ccccc12)NC(=O)c1ccco1 (centres undefined),4%,7%,-4,-7%,53,0%,-2%,2%,-1
Nc1cccc(Oc2c(F)c(F)c(Oc3cccc(N)c3)c(F)c2F)c1,-3%,-16%,12,?,-20,-8%,?,9%,18
CC(=O)Nc1ccc(NC(=O)CN2CCCC(C)C2)c(Cl)c1 (centres undefined),-6%,-7%,11,7%,-15,-10%,8%,3%,-8
COc1ccc(-c2cc3ccccc3n2CC(O)CN2CCN(CCO)CC2)cc1 (centres undefined),-1%,-12%,20,-8%,-12,-15%,-6%,-1%,-5
COc1ccc(CCNC(=O)Cn2cccc2C(=O)c2ccccc2)cc1OC,-1%,2%,-13,-2%,-11,?,17%,7%,-1
COc1ccccc1C(=O)NCc1ccccc1,-3%,-5%,-17,-1%,9,11%,-1%,7%,-9
Cc1cccc(-c2nnc(NC(=O)c3ccc(N4C(=O)CCC4=O)cc3)s2)c1,1%,9%,-20,0%,-16,9%,-1%,7%,-8
O=C1NC(C(=O)O)=CC(c2cccc(Cl)c2Cl)N1 (centres undefined),3%,17%,25,0%,26,7%,10%,0%,9
CCOC(=O)C1(C)CCN1C(=O)c1ccc(OC)c(C(F)(F)F)c1 (centres undefined),.,1%,15,10%,22,-21%,2%,-1%,1
CC1S/C(=N/N=C/c2cccc([N+](=O)[O-])c2)NC1=O (centres undefined),-19%,1%,17,5%,3,-28%,3%,14%,1
CC1C(=O)N(Cc2cn(Cc3ccco3)nn2)CCS(=O)(=O)N1Cc1ccc(-c2ccccc2Cl)cc1 (centres undefined),.,-9%,12,?,?,?,?,0%,1
CCc1ccc(/C=C2\SC(=S)N(CCCC(=O)Nc3cc(C)on3)C2=O)cc1,.,0%,20,-2%,7,0%,6%,-2%,2
CCCCN(Cc1ccccc1)C(=O)CCN1C(=O)C2C3C=CC(C3)C2C1=O (centres undefined),-42%[inhibitor][1.84 µM],7%,23,3%,22,-16%,10%,10%,2
O=C(Nc1ccccc1Cl)c1cc(C2CCCCN2S(=O)(=O)c2ccccc2)on1 (centres undefined),.,0%,-24,-11%,30,-2%,-30%,-5%,-10
COCOc1cccc(CN2CCC(C)(Oc3cccc(C#N)c3)C2)c1 (centres undefined),.,-28%,-50*,-11%,-15,-5%,-14%,1%,-18
O=C(NCc1cccc(C(F)(F)F)c1)c1ccc2sc([C@@H]3O[C@H](CO)[C@H](O)[C@H](O)[C@H]3O)nc2c1,.,0%,?,-3%,-2,4%,4%,-2%,-10
Cc1ccc(NC(=O)c2cccc(NC(=O)/C=C/c3ccco3)c2)cc1C,4%,?,-15,-4%,0,?,-23%,-19%,2
Cc1ccc(S(=O)(=O)N2CCC(C(=O)N/N=C/c3cccnc3)CC2)cc1,0%,11%,-18,-1%,10,-23%,-14%,-3%,-5
COc1ccc([C@H]2CC(=O)C=C(c3ccccc3Oc3ccccc3)C2)cc1,0%,-9%,-18,-20%,-25,-5%,-6%,-3%,2
O=C(O)c1cc(-n2[nH]c(=O)c3ccccc3c2=O)ccc1Cl,-11%,20%,6,9%,30,0%,9%,2%,-5
CCCSc1nc2c(c(=O)n1CC)SC(C)C2 (centres undefined),-4%,-13%,0,17%,10,-14%,10%,15%,-8
CCN(CC(=O)Nc1ccc(NC(C)=O)cc1)C(=O)c1ccc2c(c1)OCCO2,-16%,7%,11,0%,15,?,6%,3%,2
C/C(=N\Nc1cc(C)nc(-c2ccccc2O)n1)c1ccccc1O,?,?,27,0%,7,?,5%,-2%,4
Cc1cc(S(=O)(=O)Nc2c(C)nc3nc[nH]n3c2=O)ccc1F,-5%,5%,-23,8%,21,8%,1%,0%,-1
Cc1ccc(/C=C/C(=O)N2CCC(Cc3ccccc3)CC2)cc1,-2%,1%,-21,-6%,-28,21µM*,-4%,9%,3
Cc1ccc(NC(=O)CN2C(=O)CCSc3ccccc32)c(C)c1,.,4%,.,.,.,?,.,4%,-2
CCOC(=O)C1=C(c2ccccc2)Nc2ncnn2C1c1ccc(O)cc1 (centres undefined),-29%,-5%,-21,-1%,18,-12%,-12%,16%,-10
O=C(c1ccco1)N1CCN(S(=O)(=O)c2cccc(C(F)(F)F)c2)CC1,-7%,-6%,-3,12%,29,?,1%,-2%,1
Cc1ccc2nc(SCC(=O)NCC3CCCO3)c(C#N)cc2c1 (centres undefined),-4%,8%,-12,0%,-3,10%,0%,-7%,-2
CSc1nnc(C)c(/C=C/Nc2ccc(F)cc2F)n1,20%,-3%,3,?,-4,?,16µM*,21%,1
CN1CCN(c2nc(-c3ccccc3)ncc2S(=O)(=O)c2ccccc2)CC1,0%,2%,-79*,-20%,-52*,?,-18%,10%,-38
CCOC(=O)C1(C)CCN1C(=O)c1ccc(OC)cc1OC (centres undefined),.,0%,13,16%,4,5%,7%,2%,2
c1ccc(C2=Nn3c(nnc3-c3n[nH]c4c3CCC4)SC2)cc1,-6%,9%,-13,-13%,7,?,-23%,20%,-11
O=C(C[C@H]1C/C=C\C[C@H](NC(=O)OCC2c3ccccc3-c3ccccc32)C(=O)OC[C@H](Cc2ccccc2)NC1=O)N[C@H](CO)Cc1ccccc1,?,?,-51*,?,8,0%,?,8%,-19
CCn1c(SCC(=O)Nc2nc(C)cs2)nnc1-c1ccco1,-12%,13%,17,4%,4,-22%,1%,3%,-5
Cc1ccccc1N1C(=O)CC(N2CCN(C(=O)c3ccco3)CC2)C1=O (centres undefined),?,0%,3,16%,16,?,25%,-5%,6
Cc1ccccc1N=Nc1c(C)[nH]n(-c2ccccc2)c1=O,0%,15%,1,1%,19,4%,22%,6%,1
CC1CCN(S(=O)(=O)c2ccc(S(=O)(=O)NCc3cccnc3)cc2)CC1,-2%,3%,-1,9%,10,?,18%,-1%,2
Cc1cc(C)cc(C(=O)Nc2ccc(NC(=O)c3cccs3)cc2)c1,1%,-17%,6,?,4,?,?,-14%,3
CC1CN(C)C(C)CC1NCc1ccc2c(c1)OCO2 (centres undefined),-2%,-2%,-18,-11%,-12,-2%,-3%,-5%,-4
